Screening data from PubChem.
EWS-Fli block – blocks EWS/Fli oncoprotein-driven transcription; actives 0.67% (n = 350,000); AID 651661; A673 NR0B1-luciferase reporter, viability-normalised; inhibition, % at 12.6 µM;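 active = mean inhibition of at least 50% after viability correction, with every replicate also passing that limit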;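 note: firefly luciferase signal divided by Alamar Blue viability fluorescence both relative to DMSO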
SIRT5 block – sirtuin-5 (human) deacylase inhibition; Q9NXA8; Purified SirT5, succinyl-peptide AMC, trypsin-coupled fluorescence; inhibition, % at 15 µM; actives 1.1% (n = 330,000); in the data active = inhibition above about 15%
Target sequence (Q9NXA8 whole entry, looked up): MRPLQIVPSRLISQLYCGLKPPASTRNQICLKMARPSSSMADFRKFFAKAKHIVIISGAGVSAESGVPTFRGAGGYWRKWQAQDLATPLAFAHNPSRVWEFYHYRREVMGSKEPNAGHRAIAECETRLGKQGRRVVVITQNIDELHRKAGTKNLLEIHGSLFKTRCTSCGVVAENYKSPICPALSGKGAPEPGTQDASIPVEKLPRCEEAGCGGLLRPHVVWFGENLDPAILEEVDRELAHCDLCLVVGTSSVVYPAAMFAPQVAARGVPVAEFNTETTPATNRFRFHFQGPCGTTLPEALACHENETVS
CASP6 VEID inh – blocks human caspase-6 cleavage activity. inhibition, % at 12.5 µM. AID 686996. purified caspase-6, Z-VEID-R110 cleavage fluorescence. P55212. actives 0.53% (n = 350,000);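 active = mean inhibition across replicates at least about 35%, with every replicate also reaching that limit, limit read from the data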;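 note: 0% = median of neutral control wells and 100% = no fluorescence left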
Target sequence (P55212 24-179 limits assumed): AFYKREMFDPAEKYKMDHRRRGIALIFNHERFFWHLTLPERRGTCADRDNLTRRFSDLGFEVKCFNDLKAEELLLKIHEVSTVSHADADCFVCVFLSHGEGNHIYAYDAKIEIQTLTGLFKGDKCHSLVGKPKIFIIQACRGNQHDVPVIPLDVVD
Target sequence (P55212 194-293 limits assumed): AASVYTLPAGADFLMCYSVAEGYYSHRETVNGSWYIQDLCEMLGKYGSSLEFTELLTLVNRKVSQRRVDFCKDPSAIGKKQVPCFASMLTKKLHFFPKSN
PAX8 reporter – lowers PAX8-driven luciferase in RMG-I cells | inhibition, % at 12.6 µM | RMG-I TPO-luciferase reporter, SteadyGlo, 24 h | AID 652154 | actives 1.2% (n = 360,000);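 active = mean replicate inhibition at least 60% with every replicate also reaching 60%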;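 note: luciferase light reporting Pax8 driven TPO promoter activity; plate controls were median of neutral control wells for no effect and mitoxantrone controls for full effect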
ARNT-TACC3 inh – disruptors of human ARNT/TACC3 interaction; AlphaScreen His-ARNT PAS-B/GST-TACC3 binding, luminescence; TACC3 fragment carries E629A point mutation; inhibition, % at 9.99 µM; actives 0.66% (n = 390,000);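 active = mean inhibition of replicates at least 50% and at least half of replicates each reaching 50%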;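 note: 0% = complete ARNT plus TACC3 wells and 100% = ARNT alone without TACC3; many hits fall short of the cut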
DENV2 CPE – DENV2-induced cell death inhibition; CPE inhibition, % at 9.99 µM; AID 651640; DENV2-infected cells, cytopathic effect rescue, plate reader; actives 1.7% (n = 350,000); in the data active = CPE inhibition above about 20%, passing the limit was not always enough; tested in BHK-21 cells;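 note: 0% = median of neutral control wells and 100% = median of positive control wells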
LGR2 antag – Drosophila LGR2 receptor signaling inhibition; inhibition, % at 9.99 µM; AID 720647; actives 0.35% (n = 380,000); HEK293 LGR2, CRE-luciferase, bursicon-stimulated, 4 h;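 active = drop in luminescence signal, shown as inhibition above about 50% in the replicate tests, limit read from the data, passing the limit was not always enough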;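 note: agonist challenge used bursicon conditioned medium at about half maximal strength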
Numbers without * were called inactive; nt = not tested or not shown; & = joins results of further samples.

A first look, 2 compounds:
1	C[C@@H]1CN([C@@H](C)CO)C(=O)c2cccc(NC(=O)c3ccc(-c4nccs4)cc3)c2O[C@@H]1CN(C)S(=O)(=O)c1ccc(Cl)cc1
2	N#CCOC(=O)C1CSC2(c3ccc(Br)cc3)CCC(=O)N12 (stereo not given)

screen / no.,1,2
EWS-Fli block,17,-5
SIRT5 block,3,-3
CASP6 VEID inh,0,0
PAX8 reporter,23,18
ARNT-TACC3 inh,-1,-5
DENV2 CPE,15,0
LGR2 antag,-14,-7

Main list, from the first entry:
1	C[C@@H]1CN([C@@H](C)CO)C(=O)c2cccc(NC(=O)c3ccc(-c4nccs4)cc3)c2O[C@@H]1CN(C)S(=O)(=O)c1ccc(Cl)cc1
2	N#CCOC(=O)C1CSC2(c3ccc(Br)cc3)CCC(=O)N12 (stereo not given)
3	COc1ccc(-c2ccc([C@@H]3[C@@H](CO)N4C(=O)CN(Cc5ccc(F)cc5)C[C@@H]34)cc2)cc1
4	CC1Cc2ccccc2N1C(=O)CSc1ncccn1 (stereo not given)
5	Cc1nc2ccccc2c(=O)n1NC(=O)C1CC1C (stereo not given)
6	C[C@@H]1CN([C@H](C)CO)C(=O)Cc2cc(NS(=O)(=O)c3ccc(F)cc3)ccc2O[C@H]1CN(C)S(=O)(=O)c1ccc(Cl)cc1
7	COc1ccc(S(=O)(=O)N(C)C[C@@H]2Oc3ccc(NC(=O)Nc4ccc(C(F)(F)F)cc4)cc3CC(=O)N([C@@H](C)CO)C[C@H]2C)cc1
8	COc1cc(CC(=O)OCC(=O)Nc2ccccc2C#N)cc(OC)c1OC

screen / no.,1,2,3,4,5,6,7,8
EWS-Fli block,17,-5,-1,-8,4,-5,-1,2
SIRT5 block,3,-3,1,0,-1,nt,8,-3
CASP6 VEID inh,0,0,-2,-4,-2,nt,2,-2
PAX8 reporter,23,18,14,-29,-4,-27,8,10
ARNT-TACC3 inh,-1,-5,nt,-17,-1,-3,2,4
DENV2 CPE,15,0,-3,-3,6,-2,3,-4
LGR2 antag,-14,-7,2,12,8,7,2,2

9	O=C(O)CSc1cc(C(=O)c2ccccc2O)cn2c(=O)c3c4c(sc3nc12)CCCC4
10	CC(C)NC(=O)Nc1ccc2c(c1)C(=O)N([C@H](C)CO)C[C@H](C)[C@@H](CN(C)S(=O)(=O)c1cn(C)cn1)O2
11	Cc1noc(C)c1NC(=O)N(C)C[C@@H]1Oc2ccc(NS(=O)(=O)c3ccccc3)cc2CC(=O)N([C@@H](C)CO)C[C@@H]1C
12	Cc1ccc(S(=O)(=O)Nc2c(C)n(C)n(-c3ccccc3)c2=O)cc1C(=O)OCC(=O)N1CCCC(C)C1 (stereo not given)
13	Clc1ccc(NCc2cccnc2)c(Cl)c1
14	CCOC(=O)N1CCN(C(=O)CCn2nc(-c3ccccc3)ccc2=O)CC1
15	COc1ccccc1CN1CC[C@@H]2[C@H](CO)Nc3ccc(-c4cccc(F)c4)cc3[C@@H]21
16	CCc1ccccc1NC(=O)c1cc2sccc2n1C

screen / no.,9,10,11,12,13,14,15,16
EWS-Fli block,-7,-8&5,-12,2,-14,0,-21,-33
SIRT5 block,37*,1&5,-3,2,-4,-1,nt,5
CASP6 VEID inh,18,0,-1,3,-1,1,nt,1
PAX8 reporter,22,9,-7,15,-7,15,-6,-24
ARNT-TACC3 inh,-5,-1&-5,-5,2,-2,-2,1,-9
DENV2 CPE,0,-9&19,-2,0,8,7,-27,-6
LGR2 antag,0,-6&7,9,16,-17,4,1,-3

One compound at a time, as listed above.
CCOC(=O)N1CCN(C(=O)CCn2nc(-c3ccccc3)ccc2=O)CC1 is listed as EWS-Fli block: 0; SIRT5 block: -1; CASP6 VEID inh: 1; PAX8 reporter: 15; ARNT-TACC3 inh: -2; DENV2 CPE: 7; LGR2 antag: 4
CC(C)NC(=O)Nc1ccc2c(c1)C(=O)N([C@H](C)CO)C[C@H](C)[C@@H](CN(C)S(=O)(=O)c1cn(C)cn1)O2 is listed as EWS-Fli block: -8&5; SIRT5 block: 1&5; CASP6 VEID inh: 0; PAX8 reporter: 9; ARNT-TACC3 inh: -1&-5; DENV2 CPE: -9&19; LGR2 antag: -6&7

Carrying on:
17	O=C(O)CN1C(=O)/C(=C\c2cc(Br)ccc2OCc2ccccc2F)SC1=S
18	CCOc1ccc(NC(=O)CNC(=O)Cc2ccccc2)cc1
19	CCC(=O)Nc1ccc2c(c1)C(=O)N(C)C[C@@H](OC)[C@@H](C)CN(CCc1ccccc1)[C@@H](C)CO2
20	O=C(c1cccnc1)N1CC(=O)N2[C@H](C1)[C@@H](c1ccc(-c3ccccc3F)cc1)[C@@H]2CO
21	O=C(Cn1cnc([N+](=O)[O-])n1)N/N=C/c1ccc2ccccc2c1
22	CC(=O)NCCNc1nc(NCc2ccccc2)nc2ccsc12
23	Cc1ccc(S(=O)(=O)N2CCCC2)cc1C(=O)NCCOc1ccccc1
24	O=C(NCCc1ccccn1)C1CCN(S(=O)(=O)c2ccc3ccccc3c2)CC1

screen / no.,17,18,19,20,21,22,23,24
EWS-Fli block,5,-8,-10,8,-16,6,0,2
SIRT5 block,3,-6,-1,-2,0,0,0,-2
CASP6 VEID inh,38*,0,-1,1,0,0,1,-2
PAX8 reporter,-11,-1,4,-3,-8,-2,-1,-21
ARNT-TACC3 inh,-5,-3,-8,nt,nt,nt,-3,-4
DENV2 CPE,2,14,9,35*,9,18,7,1
LGR2 antag,13,5,0,-10,-11,-7,-13,nt

25	CC(C)c1ccc(CCNC(=O)CCNS(=O)(=O)c2ccc(Br)cc2)cc1
26	CCOC(=O)c1ccc(CNC(=O)C2CCC(=O)N(CCc3ccccc3)C2)o1 (stereo not given)
27	CC(=O)N1[C@H](CO)[C@@H](c2ccccc2)[C@@H]1CN(CC(C)C)C(=O)c1ccccn1
28	C[C@@H]1CN([C@H](C)CO)C(=O)c2ccccc2-c2ccccc2CO[C@@H]1CN(C)Cc1ccccc1C(F)(F)F
29	CN(C)S(=O)(=O)c1cccc(NC(=O)COC(=O)CCOc2ccccc2)c1
30	O=C(CSc1ccccn1)Nc1nc2ccccc2s1
31	CC(C)C#Cc1cnc2c(c1)C(=O)N([C@H](C)CO)C[C@@H](C)[C@@H](CN(C)Cc1ccccc1F)O2
32	O=C(N[C@H]1CC[C@@H](CCNC(=O)C2CCCC2)O[C@@H]1CO)c1ccccn1

screen / no.,25,26,27,28,29,30,31,32
EWS-Fli block,16,nt,-5,23,-7,nt,0,6
SIRT5 block,-1,-4,-1,9,0,nt,0,-1
CASP6 VEID inh,-39,-4,nt,0,-3,nt,1,-1
PAX8 reporter,4,-1,7,75*,-10,-62,nt,-9
ARNT-TACC3 inh,-3,21,-6,nt,0,-17,-2,-1
DENV2 CPE,0,0,-9,-6,-4,nt,7,3
LGR2 antag,4,-3,-8,3,10,-53,0,-3

33	Oc1ccc(CCC2CCCCN2Cc2nc(C3CC3)no2)cc1 (stereo not given)
34	CCCC#Cc1ccc2c(c1)[C@H]1[C@H](CCN1S(=O)(=O)c1ccc(C)cc1)[C@H](CO)N2C
35	O=S(=O)(Nc1cccc2ccccc12)N1CCCC1
36	O=S1(=O)CCC(NC(=S)SCc2ccccc2Br)C1 (stereo not given)
37	Nc1cnn(C2OC(CO)C(O)C2O)c(=O)n1 (stereo not given)
38	COc1ccc(NC(=O)CCN2CCN(S(=O)(=O)c3ccc(Br)cc3)CC2)cc1
39	Oc1ccccc1-c1cc(-c2ccccc2Cl)[nH]n1
40	C[C@H]1CCCCO[C@@H](CN(C)C(=O)NC2CCCCC2)[C@@H](C)CN([C@@H](C)CO)C(=O)c2cc(NC(=O)CCC(F)(F)F)ccc2O1

screen / no.,33,34,35,36,37,38,39,40
EWS-Fli block,13,18,nt,6,-3,nt,-25,2
SIRT5 block,-1,1,-5,-3,2,-2,0,-2
CASP6 VEID inh,-1,1,0,-1,5,2,3,2
PAX8 reporter,10,-5,nt,-6,19,0,nt,5
ARNT-TACC3 inh,-7,6,-4,-29,-2,4,-3,-6
DENV2 CPE,-1,-4,2,-2,8,7,3,3
LGR2 antag,-9,-20,5,69*,26,-14,43,10

41	COCCn1c(N2CCN(c3ccccc3)CC2)nc2c1c(=O)n(C)c(=O)n2C
42	COc1cc(-c2nnc(NC(=O)C3=COCCO3)o2)cc(OC)c1OC
43	O=C(NCc1ccncn1)[C@@H]1[C@@H](CO)[C@@H]2Cn3c(cccc3=O)[C@H]1N2CC1CC1
44	CN(C)C(=O)CSc1nnc(-c2cccnc2)n1-c1ccccc1
45	Cc1cc(C(=O)N2CCC2(C)C(=O)O)c(C)o1 (stereo not given)
46	OCn1c2ccccc2c2ccccc21
47	COc1cccc(CN(C)C(=O)C2CCN(S(=O)(=O)c3cccs3)CC2)c1OC
48	CCCCNc1nc2c(S(=O)(=O)c3ccccc3)nnn2c2ccccc12

screen / no.,41,42,43,44,45,46,47,48
EWS-Fli block,4,0,4,-6,2,-1,-9,12
SIRT5 block,0,2,-1,nt,nt,0,10,11
CASP6 VEID inh,-8,-1,-1,1,-1,1,1,0
PAX8 reporter,22,-8,nt,-6,-6,7,-1,-12
ARNT-TACC3 inh,3,45*,-9,nt,nt,-2,-1,-4
DENV2 CPE,2,0,0,-2,-12,15,9,-1
LGR2 antag,nt,-14,-2,6,3,-15,-1,-3

49	CC(C)C(=O)Nc1nc2ccc(S(C)(=O)=O)cc2s1
50	CCCN(C(=O)C1CCCN(c2ncnc3c2nc2n3CCCCC2)C1)c1ccc(F)cc1 (stereo not given)
51	Cc1c(NS(=O)(=O)c2cc(C(=O)NC(C)c3ccccc3)ccc2Cl)c(=O)n(-c2ccccc2)n1C (stereo not given)
52	COCC(=O)Nc1ccc2c(c1)[C@@H]1C[C@H](CC(=O)NCc3ccccc3)O[C@@H](CO)[C@@H]1O2
53	COc1cc(NS(=O)(=O)c2cc3[nH]c(=O)c(=O)[nH]c3cc2C)cc(OC)c1OC
54	Cc1nc(N)nc(N)c1/C=C/C(C)(C)c1ccc(Cl)cc1
55	O=C(CCCOc1ccccc1)Nc1cccc(S(=O)(=O)N2CCCCCC2)c1
56	C[C@@H]1CN([C@@H](C)CO)C(=O)c2cc(NC(=O)Nc3ccccc3)ccc2O[C@@H]1CN(C)C(=O)Nc1ccccc1

screen / no.,49,50,51,52,53,54,55,56
EWS-Fli block,-13,25,1,2,-1,59*,-4,2
SIRT5 block,3,-1,2,-2&1,2,-3,-1,-6
CASP6 VEID inh,2,2,-4,3&2,2,3,0,-1
PAX8 reporter,-14,35,24,-5,-12,68*,-4,-14
ARNT-TACC3 inh,-6,3,1,nt,-6,1,-2,-1
DENV2 CPE,-6,11,4,-2&16,12,5,8,3
LGR2 antag,-19,-6,14,-3,12,38,11,-1

57	O=C(COc1ncnc2ccccc12)N1CCN(c2ccccc2)CC1
58	O=C(CCc1ccccc1)Nc1ccc(F)c([N+](=O)[O-])c1
59	C[C@H]1CN([C@@H](C)CO)C(=O)Cc2cc(NC(=O)CCN3CCOCC3)ccc2O[C@@H]1CN(C)Cc1ccncc1
60	CCNCc1cc([N+](=O)[O-])ccc1OCC

screen / no.,57,58,59,60
EWS-Fli block,8,7,nt,4
SIRT5 block,nt,10,1,nt
CASP6 VEID inh,1,-1,-1,3
PAX8 reporter,13,-1,-24,-35
ARNT-TACC3 inh,1,nt,-2,-2
DENV2 CPE,-1,3,4,-6
LGR2 antag,8,17,1,14

Compounds as they come; overall some 4.9% were active at least once.
